LEDGF integ inh – blockers of LEDGF/p75-dependent integrase strand transfer – biochemical, TR-FRET, high throughput, primary screen | HIV-1 integrase (with human LEDGF/p75) | TR-FRET IN-LEDGF/p75 DNA integration, Eu/Cy5 | inhibition, % at 3.7 µM | 370,000 tested, 0.64% active | AID 743269, 2014;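 active means inhibition above the screen-wide mean plus 3 SD, cut at about 13% in these data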;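 further: signal is the Cy5 over europium emission ratio at 671 and 618 nm; 0% = plate median of compound wells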
DDE Tn6 FP inh – inhibitors of Tn6 peptide binding to fibrin DD(E), primary screen, biochemical, fluorescence polarization, human fibrin, Tn6 probe; Fibrinogen beta chain (Homo sapiens), P02675; Fibrin DD(E) TRITC-Tn6 fluorescence polarization displacement; inhibition, % at 8.3 µM; 370,000 tested, 0.21% active;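 active means inhibition above a per-campaign cutoff: mean of compounds within control limits plus 3 SD, cut at about 15% in these data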;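 further: 0% = median of all compound wells on the plate and 100% = blocking peptide control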
TDP2 inh – human TDP2 enzyme inhibitors, primary screen, biochemical, epi absorbance, recombinant enzyme. inhibition, % at 12.8 µM. 370,000 tested, 0.34% active. T5PNP hydrolysis, p-nitrophenol absorbance 415 nm;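 active means inhibition above the mean of all tested compounds plus 3 SD, set per campaign, cut at about 25% in these data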;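 further: 0% = DMSO with enzyme and 100% = buffer with substrate but no TDP2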
Target sequence (O95551 whole entry, looked up): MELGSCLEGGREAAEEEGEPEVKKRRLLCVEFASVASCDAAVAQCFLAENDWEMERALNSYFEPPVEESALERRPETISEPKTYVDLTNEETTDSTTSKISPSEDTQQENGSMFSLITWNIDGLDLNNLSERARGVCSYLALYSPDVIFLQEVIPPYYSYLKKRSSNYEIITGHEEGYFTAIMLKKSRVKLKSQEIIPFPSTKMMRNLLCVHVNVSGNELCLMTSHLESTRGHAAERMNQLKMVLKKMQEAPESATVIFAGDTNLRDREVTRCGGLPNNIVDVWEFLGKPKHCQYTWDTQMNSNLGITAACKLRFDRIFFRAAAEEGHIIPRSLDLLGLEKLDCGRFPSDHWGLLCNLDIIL
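System: recombinant human TDP2 / Amount: 120 nM TDP2 per well / Also added: 5 mM T5PNP chromogenic substrate / Doses: 12.8 µM single point, 1% DMSO / Incubation: 2 h at 37 °C / Detection: p-Nitrophenol epi absorbance / Evaluation: % inhibition relative to enzyme-containing and enzyme-free wells / Repeats: singlicate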
SIAE inh – human SIAE inhibitors, primary screen, biochemical, fluorescence polarization, FP-Rh probe, 1536-well HTS. AID 1053197, 2014. SIAE FP-Rh probe binding. inhibition, % at 9.66 µM. Sialate O-acetylesterase (Homo sapiens), Q9HAT2. 370,000 tested, 0.69% active;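 active means inhibition above a cutoff: mean of compounds within the control limits plus 3 SD of those, cut at about 17% in these data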;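 further: 0% = plate median of compound wells and 100% = probe without SIAE protein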
MBD2 DNA inh – inhibitors of MBD2 binding to methylated DNA, primary screen, biochemical, TR-FRET, DNA-binding domain, human | AID 686964, 2013 | MBD2 binding to methylated oligonucleotide | inhibition, % at 4.4 µM | Methyl-CpG-binding domain protein 2 (Homo sapiens), Q9UBB5 | 370,000 tested, 0.31% active; in the data active means inhibition above about 13%
DDE Tn7 FP inh – inhibitors of Tn7 peptide binding to fibrin DD(E), primary screen, biochemical, fluorescence polarization, human fibrin, Tn7 probe; Fibrinogen beta chain (Homo sapiens), P02675; FP displacement of FITC-Tn7 peptide from fibrin DD(E); 0% = median of compound wells per plate; inhibition, % at 8.3 µM; 370,000 tested, 0.13% active; AID 720508, 2013;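 active means inhibition above the mean of compounds falling within the control limits plus 3 SD of them, cut at about 14% in these data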;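 further: 0% = plate median of compound wells and 100% = 10 µM Aha-Tn7 peptide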
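Assay system: Human fibrin DD(E) protein | Medium: Tris buffer with calcium and detergent, pH 7.8 | Reagent: 0.1 µM fluorescent Tn7 | Compound dosing: Single point at 8.3 µM | Times: 10 min preincubation, 3 h with tracer, room temperature | Detection: Fluorescence polarization of the labelled Tn7 tracer | Controls: Aha-Tn7 high control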
KLK7 zymogen act – proKLK7 zymogen activators, primary screen, biochemical, fluorescence intensity | purified proKLK7, EDANS-DABCYL substrate fluorescence; 100% is mature enzyme control, 0% vehicle | activation, % at 7 µM | 370,000 tested, 0.9% active | AID 652039, 2013;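 active means activation above the mean of all tested compounds plus 3 SD, computed per campaign excluding outliers beyond control limits, cut at about 13% in these data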
Target sequence (P49862 whole entry, looked up): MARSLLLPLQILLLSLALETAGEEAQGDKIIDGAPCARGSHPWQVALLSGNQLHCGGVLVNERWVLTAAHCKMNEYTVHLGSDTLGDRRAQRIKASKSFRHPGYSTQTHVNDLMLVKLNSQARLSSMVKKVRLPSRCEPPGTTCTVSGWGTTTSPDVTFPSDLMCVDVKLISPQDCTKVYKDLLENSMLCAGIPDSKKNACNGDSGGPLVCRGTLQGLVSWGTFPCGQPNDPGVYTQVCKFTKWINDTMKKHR
PRMT1 inh – PRMT1 methyltransferase inhibitors, primary screen, biochemical, fluorescence polarization | inhibition, % at 2.79 µM | 370,000 tested, 1.3% active | recombinant PRMT1, activity-based probe fluorescence polarization | Protein arginine N-methyltransferase 1 (Homo sapiens), Q99873 | AID 652257, 2013;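 active means inhibition above about 21% made by adding two undisclosed values, limit read from the data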
Target sequence (Q99873 whole entry, looked up): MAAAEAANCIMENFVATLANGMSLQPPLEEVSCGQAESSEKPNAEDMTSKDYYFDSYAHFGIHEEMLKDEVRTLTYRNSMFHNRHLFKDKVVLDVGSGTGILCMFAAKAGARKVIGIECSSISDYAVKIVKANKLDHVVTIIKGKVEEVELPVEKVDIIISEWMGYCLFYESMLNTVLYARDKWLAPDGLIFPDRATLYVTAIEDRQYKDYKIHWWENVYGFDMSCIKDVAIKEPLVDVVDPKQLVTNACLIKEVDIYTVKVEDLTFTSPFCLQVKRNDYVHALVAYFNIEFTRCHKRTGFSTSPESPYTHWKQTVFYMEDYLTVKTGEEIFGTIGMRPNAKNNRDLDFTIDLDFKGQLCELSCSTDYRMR
UHRF1 MBD2 ctr – UHRF1 methylated DNA binding inhibitors, primary screen, counter-screen for MBD2 inhibitor project, biochemical, TR-FRET, human UHRF1, single concentration. E3 ubiquitin-protein ligase UHRF1 (Homo sapiens), Q96T88. inhibition, % at 4.4 µM. UHRF1 binding to methylated oligo. 370,000 tested, 0.75% active. AID 687016, 2013; in the data active means inhibition above about 21%;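 further: UHRF1 SRA domain binding a hemimethylated CpG hairpin DNA probe; 0% = median of test compound wells and 100% = reference inhibitor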
TCR CD3 inh – inhibitors of human TCR-CD3 interaction, primary screen, biochemical, fluorescence, TAMRA-labeled TCR probe; T-cell receptor (TCR); inhibition, % at 9.4 µM; 360,000 tested, 0.37% active; AID 651800, 2012; in the data active means inhibition above about 19%;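 further: recombinant mutant TCR 2C K166C tagged with TAMRA read by polarization; 0% = receptor in buffer alone and 100% = receptor with positive control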
* marks the source's active call; other numbers are inactive results.

SMILES | LEDGF integ inh | DDE Tn6 FP inh | TDP2 inh | SIAE inh | MBD2 DNA inh | DDE Tn7 FP inh | KLK7 zymogen act | PRMT1 inh | UHRF1 MBD2 ctr | TCR CD3 inh
COc1ccc(CCNC(=O)c2ccc(N3CCCC3=O)cc2)cc1 | 3.5 | 1.5 | 5.4 | -1.5 | 2.0 | -2.0 | 0.5 | -0.9 | 3.3 | -7.0
O=C(Nc1cccc(Cl)c1)N1CCN(C2c3ccccc3-c3ccccc32)CC1 | 1.2 | -0.3 | 9.1 | -3.9 | 3.7 | -1.2 | 0.5 | -0.5 | 3.4 | 1.7
CC(C)(C)C(=O)N1CCn2c1nc1ccccc12 | -2.8 | 2.3 | -0.6 | -3.9 | 2.5 | -1.3 | 0.2 | 6.7 | 11.9 | -3.8
Cc1ccc(S(=O)(=O)NC(=O)Nc2cc(C)ccc2F)cc1 | -1.5 | -1.4 | 5.5 | 2.8 | 1.5 | -6.6 | 0.6 | 0.2 | 1.6 | 4.1
CCc1ccc(NC(=O)Nc2cc(C(=O)NCC3CCCO3)ccc2N2CC3CC(C2)c2cccc(=O)n2C3)cc1 (centres undefined) | 3.1 | 11.8 | 24.9* | -1.7 | -1.8 | 10.8 | -0.5 | -4.1 | -1.6 | 6.4
COc1ccc(S(=O)(=O)N2CCN(Cc3ccc4c(c3)OCO4)CC2)cc1F | -1.9 | -3.9 | 2.8 | 0.5 | -1.9 | -3.4 | -0.6 | -1.0 | -0.3 | -4.4
COc1ccc(S(=O)(=O)NCC(c2ccc(C)cc2)N2CCN(C)CC2)cc1OC (centres undefined) | -0.1 | 1.3 | 21.2 | 0.1 | -3.4 | 3.1 | 0.1 | -3.2 | -0.6 | 3.1
Clc1cccc(CNc2ccn3nc(-c4ccc(OCCN5CCOCC5)cc4)cc3n2)c1 | 1.0 | -11.1 | 7.6 | -11.4 | 1.9 | 0.6 | -4.8 | -3.4 | 1.2 | -6.5
Nc1c(Br)cc(Br)c2c1-c1ccc([N+](=O)[O-])cc1C2 | 1.7 | 2.0 | -0.9 | 3.5 | -2.7 | -3.4 | -0.8 | 6.5 | 1.5 | -16.0
Cc1nc(N(C)C)c2sc(=S)n(-c3ccccc3)c2n1 | -1.0 | 5.4 | 8.3 | 0.0 | 6.2 | -4.7 | 0.2 | -0.7 | 11.5 | 4.8
COc1cccc(/C=C2\SC(=S)N(N3C(=O)CCCC3=O)C2=O)c1 | 2.1 | 5.3 | -8.9 | 1.9 | -2.4 | -5.0 | 1.7 | 10.9 | 0.8 | -2.6
Cc1ccc(S(=O)(=O)CCC(=O)N2CCN(c3ccc(Cl)cc3)CC2)cc1 | -2.5 | 6.4 | -0.6 | -0.4 | -2.9 | -1.0 | 0.5 | 1.4 | -0.1 | 1.1
Cc1ccc(-n2nnc(-c3cccnc3Cl)n2)cc1 | -2.9 | 7.6 | 2.8 | -7.4 | -2.3 | 1.8 | 0.1 | -2.5 | -2.2 | 8.7
CC(=O)Nc1ccc(C(=O)N(C)C(C(=O)Nc2ccc(C)cc2)c2ccccn2)cc1 (centres undefined) | -5.5 | 3.3 | -1.1 | 2.5 | 5.6 | 2.6 | -0.3 | 1.9 | 1.9 | -6.6
CC(C)OCCCn1c(-c2ccco2)nc2nc3ccccc3nc21 | 4.1 | 14.1 | -1.4 | 2.8 | -6.0 | -2.6 | 3.9 | 19.9 | -3.8 | -3.9
CCOc1ccc(OCc2cccc(C(=O)N3CCCC3)c2)cc1 | -1.0 | -0.4 | 6.0 | -3.1 | 4.8 | -2.9 | -0.2 | -2.3 | -1.2 | -5.8
O=C(C[C@H]1C(=O)N(Cc2ccccc2)C[C@@H]1Cc1ccccc1)Nc1ccccc1 | 1.1 | 8.0 | 0.7 | -2.1 | 1.9 | 6.6 | -0.4 | 2.2 | 3.7 | -5.5
O=C(c1cccc(S(=O)(=O)Nc2cccc(C(F)(F)F)c2)c1)N1CCOCC1 | 2.3 | 7.1 | -2.3 | 3.5 | -3.9 | 0.7 | 0.0 | 0.6 | -1.6 | 14.4
Cn1nccc1C(=O)N1CCN(c2ccc(F)cc2)CC1 | -0.8 | 5.1 | -1.8 | -2.4 | 4.5 | 4.3 | -0.3 | -0.8 | 0.5 | 1.1
O=C(c1ccco1)N1CCCC(N2CCN(c3ccccc3F)CC2)C1 (centres undefined) | 1.1 | -2.8 | -16.1 | -7.8 | -6.5 | -4.5 | 0.8 | -1.7 | -2.9 | -0.4
Cc1cc(N2CCOCC2)c2c(N)c(C)cc(C)c2n1 | -0.5 | -6.9 | -1.9 | 3.7 | -11.8 | -3.9 | -0.1 | 1.1 | -6.2 | -9.3
O=c1c2c3c(sc2nc2n1CCCS2)CCCC3 | -2.2 | 4.6 | 3.0 | 0.2 | 0.4 | 5.7 | -0.1 | 0.1 | 1.0 | -4.4
O=C(O)c1cc(NC(=O)c2ccco2)cc(NC(=O)c2ccco2)c1 | 4.4 | -4.5 | -5.2 | 3.4 | -1.2 | 4.3 | 0.3 | 0.0 | 2.0 | -1.9
COCCn1c(SCC(=O)Nc2ccc(NC(C)=O)cc2)nc2ccccc2c1=O | 2.1 | -3.2 | 21.6 | 14.7 | -2.2 | -4.6 | 0.1 | 1.7 | 2.7 | 2.6
Cc1[nH]c2ccccc2c1CCN(Cc1cccs1)C(=S)Nc1ccccc1 | -1.8 | 2.8 | -4.2 | -2.9 | 3.8 | -2.0 | -0.3 | -0.5 | -0.4 | 7.0
Cc1ccc(N2CC(O)CSC2=Nc2ccccc2)cc1 (centres undefined) | 1.0 | -2.2 | 10.9 | -2.0 | -1.3 | -2.2 | -0.5 | 2.0 | -0.6 | -1.7
O=C(C[C@H]1C/C=C\C[C@H](NC(=O)OCC2c3ccccc3-c3ccccc32)C(=O)OC[C@@H]2CCCN2C1=O)NCCO | 3.0 | -2.0 | -2.7 | 3.6 | 1.8 | 5.7 | 0.1 | 0.3 | -0.6 | -3.8
CCc1c(O)nc(SCC(=O)Nc2cc(C)on2)n(-c2ccccc2)c1=O | -3.3 | 4.5 | -4.6 | -3.9 | 5.4 | 8.1 | -0.1 | 53.1* | 3.6 | -3.5
Clc1ccc(SCc2csc(N3CCOCC3)n2)cc1 | -0.1 | -7.4 | 11.3 | 18.0* | -3.9 | 1.6 | 0.6 | -1.0 | -0.9 | 5.0
O=S(=O)(c1ccc2c(c1)C(=NO)c1cc(S(=O)(=O)N3CCCCC3)ccc1-2)N1CCCCC1 | -1.9 | 1.0 | 3.4 | -60.1 | -5.8 | -6.5 | -0.3 | -1.6 | 7.9 | 1.1
Cc1cccc(NC(=O)C2CCCN(c3cnccn3)C2)c1 (centres undefined) | 1.2 | -0.9 | 5.3 | 4.3 | -0.8 | -6.5 | 0.4 | 2.1 | -1.8 | 2.1
O=C(NCc1ccccc1)C1c2ccccc2OCC(=O)N1CCc1c[nH]c2ccccc12 (centres undefined) | 2.9 | 0.1 | -2.8 | 1.3 | 2.2 | -2.4 | 0.2 | 0.1 | 16.8 | 12.2
O=C(Nc1cccc(Cl)c1Cl)c1csc([C@@H]2O[C@H](CO)[C@@H](O)[C@H]2O)n1 | 1.4 | -1.5 | 2.5 | 4.0 | -4.0 | 8.4 | 0.0 | -2.8 | -1.9 | 2.2
O=C(CCC(=O)N1CCCC1)Nc1ccc([N+](=O)[O-])cc1 | -6.2 | -2.6 | 0.8 | 1.3 | -1.5 | -0.3 | -0.1 | 3.8 | 4.3 | -5.0
COc1ccccc1/C=C/[C@@H]1C[C@H]2CN(Cc3cccc(Cl)c3)C(=O)[C@]23CCCN13 | 1.1 | -9.1 | -21.9 | -3.4 | 0.8 | -2.9 | 0.4 | -4.3 | 0.2 | -2.3
COc1ccc(C2=NO[C@@H]3C(=O)N(c4cccc(C)c4C)C(=O)[C@H]23)cc1OC | -2.6 | 10.7 | 4.9 | -6.4 | -1.5 | -4.6 | 0.2 | 0.3 | -4.0 | 0.9
COc1ccc(C(=O)O)cc1S(=O)(=O)N1CCSCC1 | -0.2 | 0.8 | -14.0 | -1.3 | -0.4 | -4.8 | 0.2 | 1.5 | 4.7 | -6.1
CCOC(=O)C1=NN(c2ccc(OC)cc2)C(c2ccccc2)CC1=O (centres undefined) | -2.1 | 7.0 | -1.6 | -4.6 | 0.3 | -6.0 | 0.2 | -2.2 | -2.4 | 4.8
CCc1nn(CC(=O)N2CCN(c3ccc(OC)cc3)CC2)c(=O)c2cc3occc3n12 | -4.1 | -1.4 | -1.8 | 2.3 | 0.1 | 5.0 | 0.1 | -4.3 | 0.1 | 9.2
CC/C(=N/Nc1ccccc1)c1cnnc(-c2ccccc2)n1 | 1.4 | -3.0 | -12.0 | -3.0 | 0.6 | -8.5 | -0.9 | -1.9 | 0.5 | 4.2
COc1ccc(C(=O)N2CCN(c3ccc(NC(=O)Cc4ccccc4)cc3)CC2)cc1 | 3.0 | -10.7 | 7.3 | 7.3 | -4.2 | -7.9 | 0.4 | 1.3 | 0.5 | 4.5
COc1ccc(C(=O)N=c2sc3c(C)ccc(OC)c3n2C)cc1 | -1.9 | -0.9 | 1.8 | -3.7 | -1.8 | 0.9 | 0.2 | -0.3 | -1.2 | -1.7

PRMT1 inh, hit marks shown above.
structure	LEDGF integ inh	DDE Tn6 FP inh	TDP2 inh	SIAE inh	MBD2 DNA inh	DDE Tn7 FP inh	KLK7 zymogen act	PRMT1 inh	TCR CD3 inh
CCc1c(O)nc(SCC(=O)Nc2cc(C)on2)n(-c2ccccc2)c1=O	-3.3	4.5	-4.6	-3.9	5.4	8.1	-0.1	53.1*	-3.5

Of the compounds above, two have a nitro group on carbon:
SMILES | LEDGF integ inh | DDE Tn6 FP inh | TDP2 inh | SIAE inh | MBD2 DNA inh | DDE Tn7 FP inh | KLK7 zymogen act | PRMT1 inh | UHRF1 MBD2 ctr | TCR CD3 inh
Nc1c(Br)cc(Br)c2c1-c1ccc([N+](=O)[O-])cc1C2 | 1.7 | 2.0 | -0.9 | 3.5 | -2.7 | -3.4 | -0.8 | 6.5 | 1.5 | -16.0
O=C(CCC(=O)N1CCCC1)Nc1ccc([N+](=O)[O-])cc1 | -6.2 | -2.6 | 0.8 | 1.3 | -1.5 | -0.3 | -0.1 | 3.8 | 4.3 | -5.0
